NSD2 HMT inh = NSD2 histone methyltransferase inhibitors, primary screen, biochemical, AlphaScreen, single concentration, set 2 | Histone-lysine N-methyltransferase NSD2 (Homo sapiens), O96028 | NSD2 peptide methylation, 120 min | inhibition, % at 12.5 µM | actives 0.54% (n = 310,000) | AID 743445, 2014; in the data active = inhibition above about 50%
cardiac RTF act = cardiac RTF calcium sensitivity activators, primary screen, biochemical, IANBD-TnC fluorescence, EC20 calcium; Troponin I, cardiac muscle (Homo sapiens) + Troponin T, cardiac muscle (Homo sapiens) + …; IANBD-labeled TnC RTF fluorescence at EC20 calcium; 0% EC20 calcium, 100% full calcium; activation, % at 7.2 µM; actives 0.24% (n = 340,000); AID 493008, 2010;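 active = activation above the mean over all tested compounds plus 3 SD, cut at about 30% in these data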;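 also: rise in fluorescence read as greater calcium sensitivity of cardiac thin filaments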
Mot1-301 SUMO = yeast Mot1-301 growth rescue at high temperature, primary screen, SUMOylation pathway inhibitor project, S. cerevisiae, ATP luminescence, 38.5C. actives 1% (n = 320,000). growth rescue, % at 18.8 µM. S. cerevisiae Mot1-301 growth rescue; percent above DMSO median, 100 means doubled. AID 2716, 2010;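 active = every valid replicate shows activation above 250% relative to neutral control wells; inactive = the rest, any valid replicate at or below 250%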;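 also: OY570 slx delta 5 strain wells were the positive control but not used for scaling; some compounds called inactive have numbers as strong as hits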
dFosB act = activators of delta FosB homodimer, primary screen, biochemical, fluorescence polarization, TAMRA-CDK5 oligo, single point; Protein FosB (Mus musculus), P13346; purified delta FosB; percent of positive-control signal above neutral wells; activation, % at 25 µM; actives 0.99% (n = 340,000);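 active = mean activation above about 17%, with every replicate also reaching it, limit read from the data, passing the limit was not always enough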;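 also: fluorescence polarization rise as delta FosB binds a TAMRA Cdk5 AP-1 oligo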
PvdQ inh = P. aeruginosa PvdQ acylase inhibitors, primary screen, biochemical, fluorescence, plate reader and imaging, single point; PvdQ acylase [Pseudomonas aeruginosa LESB58]; purified PvdQ acylase; inhibition, % at 10 µM; actives 0.063% (n = 340,000); in the data active = inhibition above about 30%, passing the limit was not always enough;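 also: 0% = vehicle neutral wells and 100% = reference inhibitor wells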
Keap1-Nrf2 PPI = Keap1-Nrf2 protein-protein interaction inhibitors, primary screen, biochemical, fluorescence polarization, single point. Kelch-like ECH-associated protein 1 (Homo sapiens), Q14145. Keap1 Kelch-Nrf2 peptide fluorescence polarization, 1536-well. inhibition, % at 9.4 µM. actives 0.15% (n = 340,000). AID 504523, 2011; in the data active = inhibition above about 12%;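 also: human Keap1 Kelch domain with fluorescein labeled Nrf2 9mer peptide probe; 0% = neutral control wells and 100% = peptide positive control; higher means more block of Keap1 binding to Nrf2 peptide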
C-LANA FP = inhibitors of KSHV C-LANA binding to DNA, primary screen, biochemical, fluorescence polarization, FAM-LBS DNA, MBP-C-LANA, single point. Kaposi's sarcoma herpesvirus LANA C-terminal domain (residues 932-1162) DNA binding. inhibition, % at 9 µM. AID 504423, 2011. actives 0.078% (n = 340,000);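 active = highest replicate inhibition at or above 60% at 9 µM, even if other replicates fall short; inactive = all replicates below 60% inhibition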;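 also: 0% = neutral control wells and 100% = 4 µM acridine orange control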
PfHsp90 set2 = growth inhibition of PfHsp90-expressing yeast, primary screen, antimalarial PfHsp90 inhibitor project, S. cerevisiae, BacTiter-Glo luminescence, single point, set 2; BacTiter-Glo ATP, 48 h; yeast lacking PDR1 and PDR3 efflux regulators; inhibition, % at 9.4 µM; actives 0.32% (n = 310,000);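 active = every replicate shows inhibition above about 80%, whatever the replicate mean, limit read from the data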;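 also: 0% = DMSO neutral controls and 100% = 20 µM radicicol positive controls; yeast relying on Plasmodium falciparum Hsp90 in place of its own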
RTF Ca sens inh = cardiac RTF calcium sensitivity inhibitors, primary screen, biochemical, IANBD-TnC fluorescence, EC70 calcium; Troponin I, cardiac muscle (Homo sapiens) + Troponin T, cardiac muscle (Homo sapiens) + …; IANBD-labeled cardiac RTF, Ca2+ fluorescence; inhibition, % at 7.15 µM; actives 0.12% (n = 340,000); AID 493244, 2011;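 active = inhibition above the mean inhibition of all tested compounds plus 3 SD, cut at about 17% in these data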;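 also: assay run at fixed EC70 calcium of 1.6 mM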
CDK5 inh = inhibitors of human CDK5/p35 kinase, primary screen, biochemical, single concentration. Cyclin-dependent kinase 5 (Homo sapiens) + Cyclin-dependent kinase 5 activator 1 (Homo …. Recombinant CDK5/p35, ADP-Glo luminescence, 60 min. inhibition, % at 10 µM. actives 0.01% (n = 330,000). AID 488839, 2010;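 active = highest replicate inhibition of at least 50% and at least 75% of replicates reaching 50%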;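 also: plate controls were DMSO neutral control for no effect and GW8510 at 10 µM for full effect; many of its hits are not listed in these tables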
Target sequence (Q00535 whole entry, looked up): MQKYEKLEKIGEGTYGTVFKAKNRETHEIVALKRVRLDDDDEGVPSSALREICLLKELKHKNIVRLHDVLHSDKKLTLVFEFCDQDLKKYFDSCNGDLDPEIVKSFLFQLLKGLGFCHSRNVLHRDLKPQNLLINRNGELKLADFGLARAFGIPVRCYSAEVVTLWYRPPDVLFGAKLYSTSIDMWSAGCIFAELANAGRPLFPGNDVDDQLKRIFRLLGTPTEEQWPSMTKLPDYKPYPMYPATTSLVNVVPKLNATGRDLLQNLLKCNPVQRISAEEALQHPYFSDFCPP
Target sequence (Q15078 whole entry, looked up): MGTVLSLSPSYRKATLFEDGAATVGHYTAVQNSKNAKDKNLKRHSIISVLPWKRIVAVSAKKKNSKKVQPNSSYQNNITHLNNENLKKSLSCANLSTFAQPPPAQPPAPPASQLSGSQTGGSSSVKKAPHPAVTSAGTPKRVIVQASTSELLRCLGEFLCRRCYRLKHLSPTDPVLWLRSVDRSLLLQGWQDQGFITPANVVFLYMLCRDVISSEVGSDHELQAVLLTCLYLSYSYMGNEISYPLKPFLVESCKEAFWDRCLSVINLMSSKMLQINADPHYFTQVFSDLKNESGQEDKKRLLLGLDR
Rtt109 Vps75 = inhibitors of C. albicans Rtt109/Vps75 HAT, primary screen, biochemical, ThioGlo CoA-SH fluorescence, plate reader; Histone acetyltransferase RTT109 (Candida albicans (strain SC5314 / ATCC MYA-2876)), …; purified Rtt109/Vps75, 4 h; inhibition, % at 34.9 µM; actives 0.16% (n = 330,000);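 active = inhibition of at least 50% in every replicate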
Target sequence (Q5AAJ8 whole entry, looked up): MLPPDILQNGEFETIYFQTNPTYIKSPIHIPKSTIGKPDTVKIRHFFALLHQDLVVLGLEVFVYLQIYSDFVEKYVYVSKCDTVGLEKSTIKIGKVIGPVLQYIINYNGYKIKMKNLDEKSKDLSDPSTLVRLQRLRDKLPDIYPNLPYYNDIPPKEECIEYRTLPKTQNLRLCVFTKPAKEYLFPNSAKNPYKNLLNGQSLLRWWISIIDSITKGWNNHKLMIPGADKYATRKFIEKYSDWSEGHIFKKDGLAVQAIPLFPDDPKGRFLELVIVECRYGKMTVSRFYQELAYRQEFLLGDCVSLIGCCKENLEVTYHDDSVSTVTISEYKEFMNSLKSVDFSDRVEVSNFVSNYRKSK
Numbers without * were called inactive; · = not tested or not shown. Outcome played no part in choosing rows, and some 3.2% of all compounds hit somewhere here.

SMILES | NSD2 HMT inh | cardiac RTF act | Mot1-301 SUMO | dFosB act | PvdQ inh | Keap1-Nrf2 PPI | C-LANA FP | PfHsp90 set2 | RTF Ca sens inh | CDK5 inh | Rtt109 Vps75
Cn1ncc(Br)c1C(=O)NC1CCCCCC1 | -1 | -1 | -11 | -2 | -9 | 0 | -0.7 | -4 | -5 | 0.2 | 1
COc1ccccc1C1CCN(c2cc(O)ccc2[N+](=O)[O-])CC1 | 12 | -1 | -17 | -5 | 7 | 1 | 1.0 | -19 | -5 | 1.1 | 2
CCO[C@@H]1OC(C(=O)Nc2ccccc2)=C[C@H](c2ccc3c(c2)OCO3)[C@H]1CCCO | · | 3 | 20 | -9 | -18 | -1 | -0.1 | -13 | 4 | 1.7 | -6
CCOC(=O)NNS(=O)(=O)c1cc(Br)ccc1Br | 2 | -5 | -8 | 0 | -11 | 1 | 3.0 | -3 | -8 | -0.5 | -2
Cc1n[nH]c(C)c1CCN(C)Cc1cn(C)nc1-c1ccc2c(c1)OCCO2 | 1 | 2 | -16 | 5 | -3 | -1 | 0.7 | 10 | -4 | -0.1 | 2
CC(C)(C)S(=O)(=O)c1c(C(=O)O)cccc1C(=O)O | 2 | 7 | 42 | 5 | -12 | -3 | -1.0 | · | -1 | 1.2 | 1
Cc1cc(C)n(-c2nnc(NC(C)(C)C)nn2)n1 | 16 | 5 | 7 | 0 | -10 | 2 | 0.9 | 11 | 10 | 1.0 | -1
COc1ccccc1N1CCN(C(=O)/C=C/c2cccc([N+](=O)[O-])c2)CC1 | 6 | -2 | -15 | -8 | -1 | -1 | 3.4 | 2 | 2 | -1.7 | -3
COc1ccc(CCN2CC(C(=O)N3CCC(O)(c4ccccc4)CC3)CCC2=O)cc1 (centres undefined) | -2 | -2 | 3 | -2 | -11 | 1 | 0.3 | -33 | 6 | -0.8 | 2
CC(C)c1[nH]nc2c1C(Cc1ccccc1)C(C#N)=C(N)O2 (centres undefined) | 3 | -3 | 31 | -1 | 8 | -7 | 1.8 | · | -5 | -3.0 | 14
Cc1nn(-c2ccc(F)cc2)c(Cl)c1/C=C(/CCC(=O)O)c1nc2ccccc2s1 | -1 | -5 | · | -6 | -6 | -7 | 3.8 | 1 | 3 | -0.1 | 3
CC(c1ccccc1)n1c(-c2ccncc2)n[nH]c1=S (centres undefined) | -1 | 0 | 808 | -4 | -7 | -2 | 1.3 | -12 | -7 | 3.7 | 10
CCn1c(SCC(=O)NNC(=O)Cc2ccccc2)nnc1-c1ccccc1 | 6 | -2 | -25 | -4 | -7 | 3 | -0.8 | 22 | -4 | 0.9 | -6
CCCN1C(=O)S/C(=C/c2ccc(N3CCOCC3)o2)C1=O | 4 | 189* | -16 | -11 | -6 | -142 | -15 | 26 | -202 | 2.6 | 1
COc1ccc(C(CNC(=O)C(=O)Nc2ccc3c(c2)OCCO3)N2CCN(C)CC2)cc1 (centres undefined) | 10 | -6 | -5 | -13 | -11 | -4 | 0.3 | 25 | -1 | -5.8 | -1
CCNc1nc(NCC)n2c(SCC(=O)c3ccccc3F)nnc2n1 | 0 | 0 | · | -12 | -12 | -3 | 0.2 | -3 | -2 | 1.3 | -6
Cc1ccc(CC(=O)Nc2cc(C)on2)cc1 | 0 | 8 | 5 | -3 | -11 | 0 | -2.3 | -20 | -9 | 0.2 | 4
COc1cccc(OCCCN2CCCCC2)c1 | -2 | -4 | 5 | 5 | -16 | -4 | -0.6 | 30 | 0 | -2.1 | 4
Cc1[nH]c(C)c(S(=O)(=O)N2CCN(c3ccccc3)CC2)c1C(=O)N1CCCCC1 | 10 | -2 | 45 | -7 | -8 | -7 | 0.2 | -36 | -2 | 0.7 | 13
N=c1c2c(ncn1CCCO)Oc1c(ccc3ccccc13)C2c1ccccc1 (centres undefined) | 0 | -4 | 0 | -13 | -10 | 2 | -0.1 | 4 | -2 | -0.2 | -6

Next section (2 carried over from the part before).
SMILES | NSD2 HMT inh | cardiac RTF act | Mot1-301 SUMO | dFosB act | PvdQ inh | Keap1-Nrf2 PPI | C-LANA FP | PfHsp90 set2 | RTF Ca sens inh | CDK5 inh | Rtt109 Vps75
Cc1[nH]c(C)c(S(=O)(=O)N2CCN(c3ccccc3)CC2)c1C(=O)N1CCCCC1 | 10 | -2 | 45 | -7 | -8 | -7 | 0.2 | -36 | -2 | 0.7 | 13
N=c1c2c(ncn1CCCO)Oc1c(ccc3ccccc13)C2c1ccccc1 (centres undefined) | 0 | -4 | 0 | -13 | -10 | 2 | -0.1 | 4 | -2 | -0.2 | -6
Cc1ccc(-n2nnnc2SCc2ccc(C(=O)O)cc2)cc1C | -4 | -6 | 224 | -2 | -3 | 1 | -0.4 | -21 | -5 | -0.8 | -1
Cc1[nH]c(=O)[nH]c(=O)c1/C=N/NC(=O)[C@H](C)NC(=O)OC(C)(C)C | -2 | 9 | 4 | 3 | -6 | 3 | -4.6 | -37 | -3 | 1.7 | 5
C=CCN1C(=O)c2ccc(C(=O)NCCc3ccc(F)cc3)cc2C1=O | 0 | 0 | -7 | -5 | 3 | -2 | -1.5 | -3 | 6 | 0.1 | 17
CNCc1ccccc1Sc1ccc(O)c(O)c1 | 64* | -7 | -32 | -8 | 10 | -21 | 1.0 | 13 | -6 | 1.6 | 13
COC(=O)c1c(NC2=NS(=O)(=O)c3ccccc32)sc2c1CCC(C(C)(C)C)C2 (centres undefined) | -1 | 1 | · | 1 | -13 | -1 | -0.8 | 6 | -2 | 0.0 | 6
Cn1ccnc1SCC(=O)c1cccc(C(F)(F)F)c1 | 0 | -2 | -8 | -5 | -5 | 0 | -0.7 | -10 | 2 | 0.8 | -6
CC(=O)c1cccc(CN2CCN(CC=C(C)C)C(CCO)C2)c1 (centres undefined) | 3 | 5 | · | 7 | -16 | -2 | -2.0 | 29 | 1 | 1.1 | -23
C=C1CCN([C@H](C(=O)Nc2ccc(OC)cc2)C(C)C)S(=O)(=O)c2ccccc21 | · | -2 | -2 | -4 | 13 | -3 | 0.9 | 1 | -15 | 0.9 | 8
CCOC(=O)c1c(C)[nH]c(C(=O)C(C)OC(=O)c2cccc(OCc3c(C)noc3C)c2)c1C (centres undefined) | -1 | -4 | 2 | 1 | 11 | -3 | 2.5 | -4 | -6 | 0.1 | 3
O=S(=O)(NN=C1CCCCCCC1)c1ccc(Br)cc1 | 2 | 7 | 9 | -4 | -5 | -4 | 1.0 | -14 | 4 | -3.2 | 5
Cc1ccc(-n2c(C)nn(Cc3ccc([N+](=O)[O-])cc3)c2=O)cc1 | -3 | 0 | · | -4 | -15 | 0 | 0.8 | · | -14 | -2.1 | 3
CC1(c2nnc(Cc3ccccc3)o2)CC(c2c(Cl)cccc2Cl)=NO1 (centres undefined) | · | 3 | -12 | -8 | -8 | -2 | -0.4 | 6 | -3 | 0.1 | -2
CC1CCN(C(=O)c2cc(-c3ccc(Cl)c(Cl)c3)on2)CC1 | -4 | -11 | 2 | -5 | 3 | -1 | -1.2 | -16 | -2 | 0.4 | 1
O=C(c1ccc2c(c1)N(Cc1ccccc1)C(=O)CS2)N1CCOCC1 | 1 | -8 | 7 | -7 | 7 | -1 | 7.4 | 9 | -5 | 1.7 | 3
CCc1nc(SCC(=O)NCC2CCCO2)c2oc3ccccc3c2n1 (centres undefined) | -1 | -2 | 5 | -15 | 8 | -3 | 2.5 | 19 | -2 | -0.3 | 0
Cc1cc(C)n(-c2ccc(NC(=O)C3CCCCN3C(=O)c3cccs3)cc2)n1 (centres undefined) | -2 | -2 | 25 | 3 | -6 | 1 | 3.1 | -5 | -8 | 1.7 | 7
CC(=O)c1cccc(N(CC(=O)NC2CCCC2)C(=O)c2ccc(C)s2)c1 | 6 | -3 | 273 | -8 | 2 | -1 | 1.0 | 0 | -1 | -0.3 | 4
CS(=O)(=O)N(CC(=O)N/N=C/c1ccccn1)c1ccc(Oc2ccccc2)cc1 | -2 | -5 | 7 | -10 | 2 | -5 | 1.3 | · | -9 | -6.1 | 4
COc1ccccc1NC(=O)CNC(=O)c1ccccc1C | 0 | -2 | -7 | 6 | 7 | 5 | 0.0 | -7 | -4 | 0.5 | 3
COc1cccc(CNC(=S)NC2CCCC2)c1 | 0 | 8 | -10 | -9 | -9 | -2 | -0.7 | 20 | -2 | -1.2 | 6
CNC(=O)c1c(NC(=O)c2ccc(N3C(=O)CCC3=O)cc2)sc2c1CCCC2 | · | 12 | 16 | -7 | -16 | 2 | -1.6 | -42 | -17 | -1.8 | -10
CCc1cccc(NC(=O)CCCn2nc(CC)n3c(cc4occc43)c2=O)c1 | -5 | 5 | 11 | -8 | -5 | -7 | -1.5 | 11 | -14 | 1.8 | 2
CCOc1ccc(NC(=O)CCC(=O)NNC(=O)c2cccc([N+](=O)[O-])c2)cc1 | -1 | -4 | 2 | 5 | -3 | 0 | 0.0 | -2 | -3 | 1.2 | -8
Cc1ccc2c(c1)CCCN2C(=O)CSc1ccccc1 | -5 | -6 | -13 | 2 | -2 | 4 | 0.5 | -4 | -5 | -0.9 | 3
COc1ccc(/C=C/C(=O)O)cc1S(=O)(=O)NCC1CCCO1 (centres undefined) | 2 | -2 | -28 | 1 | 2 | 2 | -0.7 | 2 | -14 | 0.4 | 6
CN(c1cccc(NC(=O)c2ccccc2N(Cc2ccccc2)S(C)(=O)=O)c1)S(C)(=O)=O | 0 | -2 | 0 | -6 | -15 | -3 | 1.3 | 10 | -1 | 0.4 | -3
Cc1cc(C)n2nc(SCc3ccc(F)cc3Cl)nc2n1 | -1 | -2 | 80 | 3 | -2 | -2 | -1.2 | 22 | -3 | 0.8 | 0
CCCn1c(C)cc(C(=O)CN2C(=O)c3cccc(N)c3C2=O)c1C | -1 | -3 | -9 | -3 | -13 | -5 | 1.7 | 39 | -8 | -0.3 | -38
Cc1cc(C)cc(OCCCOc2cccc3cccnc23)c1 | 1 | -6 | -10 | -12 | 14 | 5 | 0.9 | 2 | 0 | -0.1 | 4
